Screens deposited in PubChem BioAssay by National Center for Advancing Translational Sciences (NCATS).
Mito fusion yeast – qHTS Assay for Small Molecule Inhibitors of Mitochondrial Division or Activators of Mitochondrial Fusion; Potency, µM (highest dose often 46.1 µM), for the others: at the highest dose growth rescue (activation), hits mostly activators; hit rate 0.23% among 320,000; S. cerevisiae fusion-defective mutant growth rescue, CellTiterGlo 48 h;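 also: potency is read from the fitted curve at half-maximal effect; % of control where 0% means no effect; nearly all actives have a fitted effect of over 45% in size; temperature-sensitive fusion mutants such as fzo1-1 at 37 °C on non-fermentable ethanol glycerol medium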
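Yeast fusion mutant, YPEG (non-fermentable carbon), compound, 48 h at 37C non-permissive; CellTiterGlo added, 10 min RT, luminescence read. Rescued growth = division inhibition.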
Chronic BCR inh – qHTS Assay to Find Inhibitors of Chronic Active B-Cell Receptor Signaling; ABC-DLBCL IkBa-CBG/CBR reporter, luminescence ratio, 4 h; Potency, µM (titrated, usually from 46.1 µM), for inactives: top-dose ratio change, negative = lower green/red ratio, hits mostly inhibitors; hit rate 0.05% among 340,000; AID 493014, 2011; active = well fitted inhibition curve with a large enough effect in the signal ratio, with a control signal flat, not every such curve was filed as active; inconclusive = small, poorly fitted or top-dose-only effect, or effect the other way, or a change in a side signal; the % refers to the signal ratio;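 also: potency is read from the fitted curve at half-maximal effect; plate controls were basal doxycycline-induced cells for no effect and cells given 10 µM MG132 for full effect; MG132 reads +100%, hits lower the ratio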
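Doxycycline induced both beetle luciferases in TMD8 lymphoma cells; IKK-driven degradation limits the IkappaBalpha-fused green signal, while red luminescence normalises for cell number and nonspecific effects. Compounds tested up to 46 uM, 4 hrs.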
PKM2 act – qHTS Assay for Activators of Human Muscle isoform 2 Pyruvate Kinase. Potency, µM (series often up to 57.5 µM), for inactives: top-dose activation, hits mostly activators. hit rate 0.34% among 260,000. purified PKM2, Kinase-Glo ATP luminescence, activation; response scale: 0% is enzyme alone, no compound; also: potency is read from the fitted curve at half-maximal effect; % is scaled to controls: 0 for no effect and ±100 for the full control effect; nearly all actives have a fitted effect of over 55% in size
Target sequence (P14618 whole entry, looked up, canonical isoform): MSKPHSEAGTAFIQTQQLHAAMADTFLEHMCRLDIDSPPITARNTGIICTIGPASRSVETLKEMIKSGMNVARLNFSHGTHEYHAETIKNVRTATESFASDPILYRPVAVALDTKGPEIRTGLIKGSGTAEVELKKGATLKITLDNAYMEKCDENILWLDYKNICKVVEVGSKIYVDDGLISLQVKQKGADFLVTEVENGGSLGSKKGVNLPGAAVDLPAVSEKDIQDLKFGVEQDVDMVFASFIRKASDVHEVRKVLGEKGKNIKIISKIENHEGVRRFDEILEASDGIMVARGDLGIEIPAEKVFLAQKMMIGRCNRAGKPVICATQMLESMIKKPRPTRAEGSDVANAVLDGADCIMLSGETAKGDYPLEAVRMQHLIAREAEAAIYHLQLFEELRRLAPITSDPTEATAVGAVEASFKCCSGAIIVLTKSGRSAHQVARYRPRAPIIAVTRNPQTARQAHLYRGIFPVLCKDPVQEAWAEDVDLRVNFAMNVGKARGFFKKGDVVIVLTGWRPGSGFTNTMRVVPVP
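hPK-M2, >95% pure; 0.1 mM ADP / 0.5 mM PEP final; imidazole pH7.2 buffer w/ 7 mM MgCl2, 50 mM KCl; 1 h RT; Kinase-Glo lum. Intermediate enzyme activity for dual inhibitor/activator qHTS.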
MBNL1 CUG block – qHTS Assay for Inhibitors of MBNL1-poly(CUG) RNA binding | Muscleblind-like protein 1 (Homo sapiens), Q9NR56 | TR-FRET MBNL1-His/biotin-(CUG)12 binding, 665/545 ratio | Potency, µM (doses to about 57.5 µM), for inactives: at the highest dose activity change, negative = inhibition, most hits filed as inhibitors | hit rate 0.036% among 280,000 | AID 2675, 2010; active = well fitted inhibition curve with a large enough effect in the signal ratio, with a control signal flat, not every such curve was filed as active; inconclusive = small, poorly fitted or top-dose-only effect, or effect the other way, or a change in a side signal; inactive = no such curve, though single readings can be large or run the other way; the % refers to the signal ratio; also: potency is read from the fitted curve at half-maximal effect; % is scaled to controls: 0 for no effect and ±100 for the full control effect
Target sequence (Q9NR56 whole entry, looked up): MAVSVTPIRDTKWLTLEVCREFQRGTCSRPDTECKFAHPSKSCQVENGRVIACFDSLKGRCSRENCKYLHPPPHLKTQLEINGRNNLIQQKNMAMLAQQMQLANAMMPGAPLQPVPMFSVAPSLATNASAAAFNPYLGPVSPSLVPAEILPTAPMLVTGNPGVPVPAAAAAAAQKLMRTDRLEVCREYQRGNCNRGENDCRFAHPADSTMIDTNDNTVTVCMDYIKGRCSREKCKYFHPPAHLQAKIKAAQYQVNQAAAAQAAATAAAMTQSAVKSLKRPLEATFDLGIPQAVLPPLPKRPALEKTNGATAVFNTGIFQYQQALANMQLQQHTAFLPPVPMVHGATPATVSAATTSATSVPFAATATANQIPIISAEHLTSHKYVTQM
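TR-FRET between His-tagged MBNL1 and biotin-(CUG)12 RNA, detected with Tb anti-His antibody (0.055 ng/ul) and streptavidin-XL665 (5 nM), 60 min at room temperature. Compounds titrated 92 nM to 58 uM; 665/545 nm ratio normalized to buffer and complex controls.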
ASM inhibitor – Inhibitors of Secretory Acid Sphingomyelinase (S-ASM): qHTS; placental ASM, HMU-PC fluorogenic substrate, 60 min; hit rate 0.006% among 340,000; Sphingomyelin phosphodiesterase (Homo sapiens), P17405; Potency, µM (series often up to 57.5 µM), without a hit: at the top dose activity change, negative = inhibition, usual class: inhibitors; also: potency is read from the fitted curve at half-maximal effect
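Fluorogenic HMU-PC substrate (9 uM final) is turned over by placental ASM in 60 min at 37 C after a 10 min compound preincubation. Reaction ended by alkaline stop (pH 10), with fluorescence read at 386/447 nm.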
GALK inh – qHTS Assay for Inhibitors of Human Galactokinase (GALK) | hit rate 0.007% among 270,000 | P51570 | Potency, µM (highest dose often 57.5 µM), for inactives: at the top dose activity change, negative = inhibition, actives largely listed as inhibitors | Purified GALK, Kinase-Glo residual ATP luminescence; also: potency is read from the fitted curve at half-maximal effect; % is scaled to controls: 0 for no effect and ±100 for the full control effect
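Kinase-Glo Plus luminescence measured ATP left after a 1 h room-temperature reaction. The reaction used 5 nM GALK, 100 uM galactose and 35 uM ATP at pH 8.0 (20 mM HEPES, 5 mM MgCl2, 60 mM NaCl, 1 mM DTT, 0.01% BSA).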
Menin-MLL TR inh – qHTS Assay for Inhibitors Targeting the Menin-MLL Interaction in MLL Related Leukemias: Competition With Texas Red Labeled MLL-derived Mutant Peptide. hit rate 0.23% among 270,000. AID 1768, 2009. Potency, µM (top dose mostly 61.6 µM), without a hit: at the top dose FP activity change, negative = inhibition, actives largely listed as inhibitors. O00255. Menin + Texas Red MLL mutant peptide, fluorescence polarization; active = well fitted inhibition curve with a large enough effect in the polarisation, with a control signal flat, not every such curve was filed as active; inconclusive = small, poorly fitted or top-dose-only effect, or effect the other way, or a change in a side signal; inactive = no such curve, though single readings can be large or run the other way; the % refers to the polarisation; also: potency is read from the fitted curve at half-maximal effect; % of control where 0% means no effect; many of its hits are not listed in these tables
KCNH2 WT inh – qHTS for Inhibitors of KCHN2 3.1: Wildtype qHTS. Voltage-gated inwardly rectifying potassium channel KCNH2 (Homo sapiens), Q12809. U2OS, BacMam KCNH2, thallium flux FluxOr; hits give low values. activity change, % at 1.84 µM. hit rate 0.37% among 340,000. AID 720551, 2013;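 active = maximum activity change below -70%; inconclusive = maximum activity change between -70% and -50%; inactive = maximum activity change above -50%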; also: % is scaled to controls: 0 for no effect and ±100 for the full control effect
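U2OS cells transduced with wild-type KCNH2 virus are loaded with FluxOr dye for 45 min, and thallium flux is measured in kinetic reads before and after stimulation buffer. Rate constants are normalized to DMSO controls.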
USP2a block – qHTS Assay for Inhibitors of Ubiquitin-specific Protease USP2a Using CHOP2 as the Reporter; Ubiquitin carboxyl-terminal hydrolase 2 (Homo sapiens), O75604; USP2 core, Ub-CHOP2 coupled fluorogenic reporter, 485/531; Potency, µM (series often up to 38.3 µM), without a hit: top-dose activity change, negative = inhibition, usual class: inhibitors; hit rate 0.01% among 330,000;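 also: potency is read from the fitted curve at half-maximal effect; plate controls were DMSO wells for no effect and full inhibition by NEM control for full effect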
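USP2 core (10nM final) preincubated 30min RT with compound in 20mM Tris-HCl pH 8.0, 2mM CaCl2, 2mM beta-mercaptoethanol, 0.05% CHAPS; 25nM Ub-CHOP2 plus 25nM reporter substrate added, fluorescence (Ex485/Em531) read after 60min.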
Eya2 inh – qHTS Assay for Inhibitors of the Phosphatase Activity of Eya2 | Protein phosphatase EYA2 (Homo sapiens), O00167 | recombinant Eya2, OMFP fluorescence dephosphorylation (OMFP is methylfluorescein phosphate) | Potency, µM (highest dose often 76.9 µM), for inactives: at the top dose activity, negative = inhibition, actives largely listed as inhibitors | hit rate 0.006% among 330,000 | AID 488837, 2010; also: potency is read from the fitted curve at half-maximal effect; % is scaled to controls: 0 for no effect and ±100 for the full control effect
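Eya2 (0.2 uM) preincubated 10 min at ambient with compound, then OMFP substrate added at 50 uM; 10 min reaction in 50 mM HEPES pH 7.5, 50 mM NaCl, 5 uM MgCl2, 0.05% BSA, 1 mM DTT. Fluorescence read at Ex 485/Em 525 nm.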
TSHR antagonist – Antagonists of the Thyroid Stimulating Hormone Receptor: HTS campaign. hit rate 0.2% among 330,000. AID 504810, 2011. activity change, negative = inhibition, % at 11.5 µM. TSHR-expressing cells, TSH-stimulated cAMP HTRF, 2 h; hits give low values;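 active = activity change below a set negative limit, meaning inhibition stronger than a set level, cut at about -70% in these data; inconclusive = activity change between two set negative limits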; also: % is scaled to controls: 0 for no effect and ±100 for the full control effect
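Freshly harvested TSHR cells receive pin-tooled compound, then EC80 TSH at 4nM final. After 2 hours at 37 deg C, antibody in lysis buffer and cAMP-d2 are added; 30 minutes at ambient temperature precede the HTRF read.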
* marks the source's active call; other numbers are inactive results; ? = inconclusive; · = no result given; & = joins results of further samples; [ ] = dose if it differs, or a comment. Unless noted, calls follow the shape of the dose curve; as a rule, active = well fitted curve in the direction sought with a large enough effect; inconclusive = small, poorly fitted or top-dose-only effect, or another doubt; inactive = no such curve, though single readings can be large; an effect the other way counts as inactive or inconclusive.

The first 2 compounds, to show the layout:
Under each structure: Mito fusion yeast	Chronic BCR inh	PKM2 act	MBNL1 CUG block	ASM inhibitor	GALK inh	Menin-MLL TR inh	KCNH2 WT inh	USP2a block	Eya2 inh	TSHR antagonist
- OC1(c2ccccc2)CCNC2CCCCC21 (centres undefined)
 : -3%	1%	-1%	7%	6%	·	2%	-8	2%	12%	8
- CCOP(=O)(OCC)c1ccc(OP(=O)(c2cccc([N+](=O)[O-])c2)c2cccc([N+](=O)[O-])c2)cc1
 : -2%	-4%	2%	?	7%	3%	·	-3	-2%	0%	4

All compounds of this part, repeating the preview:
Under each structure: Mito fusion yeast	Chronic BCR inh	PKM2 act	MBNL1 CUG block	ASM inhibitor	GALK inh	Menin-MLL TR inh	KCNH2 WT inh	USP2a block	Eya2 inh	TSHR antagonist
- OC1(c2ccccc2)CCNC2CCCCC21 (centres undefined)
 : -3%	1%	-1%	7%	6%	·	2%	-8	2%	12%	8
- CCOP(=O)(OCC)c1ccc(OP(=O)(c2cccc([N+](=O)[O-])c2)c2cccc([N+](=O)[O-])c2)cc1
 : -2%	-4%	2%	?	7%	3%	·	-3	-2%	0%	4
- Cc1ccc(CC2C(=O)N(C)C(=O)N(C)C2=O)s1
 : 1%	?	-10%	-7%	-2%	3%	?	-7	0%	11%	13
- CCN(CC)C(=O)c1ccc(N(Cc2ccccc2)S(C)(=O)=O)cc1
 : 0%	?	-9%	-7%	2%	0%	-10%	-3	0%	-8%	2
- CC[C@H](C)[C@@H](C(=O)N1CCCC1c1nccs1)N(C)C(=O)[C@H](CC(C)C)N(C)C(=O)[C@H](Cc1ccc(OC)cc1)N(C)C(=O)/C=C(\C)OC (some centres undefined)
 : ·	?	·	·	0%	·	·	-23	1%	-23%	-8
- COC(=O)C1=C(c2cccc(C#N)c2)C[C@@H]2CC[C@H]1N2C(=O)N1CCCCC1
 : 9%	-1%	·	·	6%	·	·	·	-1%	1%	2
- O=C(O)Cn1cc(/C=C2\C(=O)NC(=O)N(c3ccc(Br)cc3)C2=O)c2ccccc21
 : 1%	?	·	2%	-6%	-10%	?	-1	2%	7%	-12
- Cc1ccc(C)c(NP(=O)(Oc2ccccc2)Oc2ccccc2)c1
 : -1%	-6%	·	-1%	-2%	5%	?	-9	-10%	-3%	27
- CC(C)c1ccc(-n2c(O)c(/C=N/NC(=O)c3ccncc3)c(=O)[nH]c2=O)cc1
 : -2%	6%	-4%	?	20%	1%	?	-3	0%	-6%	6
- CC(=O)O[C@@]12CO[C@@H]1C[C@@H](O)[C@@]1(C)C(=O)[C@H](O)C3=C(C)[C@@H](OC(=O)[C@H](O)[C@@H](NC(=O)c4ccccc4)c4ccccc4)C[C@@](O)([C@@H](OC(=O)c4ccccc4)C12)C3(C)C (some centres undefined)
 : -2%	3%	-1%	-4%	-3%	·	-4%	1	-5%	-29%	-4
- C1CC2OC2CC1C1CO1 (centres undefined)
 : -7%	5%	·	·	4%	·	·	-5	-2%	4%	27
- COC(=O)C1=C(c2ccc(Cl)c(C(F)(F)F)c2)C[C@@H]2CC[C@H]1N2C(=O)NCCOc1ccccc1
 : ?	?	·	·	-4%	·	·	-1	1%	-7%	4
- C=CCn1c(O)c(C(=O)CCCCCC)c(=O)[nH]c1=O
 : -2%	-1%	0%	-4%	-1%	4%	-9%	-4	-1%	-3%	5
- O=C1CC(N2CCC(n3c(=O)[nH]c4ccccc43)CC2)C(=O)N1c1ccc(F)cc1 (centres undefined)
 : -1%	3%	3%	-2%	-2%	1%	-24%	7	2%	-6%	16
- O=C1C(=O)c2ccccc2-c2ccccc21
 : -36%[inhibitor]	?	7%	?	-3%	3.2µM*	?	4	3%	11%	?
- O=c1c2ccc(Cl)cc2[nH]c(=S)n1-c1cccnc1
 : 4%	4%	24%	-6%	7%	2%	-2%	-4	8%	-1%	42
- Cc1cc(OCc2cc(C(=O)O)oc2C)c2c3c(c(=O)oc2c1)CCCC3
 : 8%	?	-16%	2%	11%	-16%	11%	1	-10%	7%	-7
- CN1/C(=C\C=C\C2=[N+](C)c3ccc4ccccc4c3C2(C)C)C(C)(C)c2ccccc21
 : -22%	?	-34%	?	·	10%	?	·	-13%	-17%	-93*
- Cc1ccc(C2=NCC(=O)N(CC(=O)N3CCCCC3)c3sc(C)c(C)c32)cc1
 : 1%	6%	17%	-2%	1%	3%	?	-1	-2%	-19%	14
- C/C=C(\C)C(=O)N[C@@H](c1ccccc1)[C@@H](O)C(=O)O[C@H]1C[C@@]2(O)[C@@H](OC(=O)c3ccccc3)C3[C@](C)(C(=O)[C@H](O)C(=C1C)C2(C)C)[C@@H](O)C[C@H]1OC[C@@]31OC(C)=O (some centres undefined)
 : -1%	-3%	0%	-9%	1%	·	-13%	-6	-1%	?	9
- Cc1c(C)c2ccc(OCC(=O)N3C[C@H]4C[C@@H](C3)c3cccc(=O)n3C4)cc2oc1=O
 : 1%	0%	-2%	?	3%	·	-8%	5	1%	9%	-12
- Cc1ccc(C2=CCNCC2)cc1
 : -12%	8%	0%	5%	-1%	-1%	-18%	-3	2%	-3%	6
- Cc1c(OC(=O)N(C)C)ccc2c1O/C(=C\c1ccco1)C2=O
 : -1%	-2%	·	?	43%[activator]	·	8%	-9	2%	9%	-8
- C[C@]12CCC3C(CC[C@H]4C[C@H](O)CC[C@]34C)C1C[C@@H](O)[C@@H]2O (some centres undefined)
 : ·	-1%	·	·	2%	·	·	2	-2%	-34%	-5
- CN1C(=O)C(=Cc2ccccc2OS(=O)(=O)c2ccccc2)C(=O)N(C)C1=O
 : -3%	8%	9%	1%	-2%	1%	35%[activator]	4	0%	-3%	4
- COc1cc2c3c(c1OC)Oc1ccc(cc1)C[C@H]1c4c(cc(OC)c(OC)c4Oc4ccc(cc4)C[C@@H]3N(C)CC2)CCN1C
 : ·	0%	·	·	5%	·	·	-1	0%	-20%	20
- FC(F)(F)c1cccc(N2CCNCC2)c1
 : 0%	-2%	-1%	2%	·	6%	-5%&0%	·	2%	0%	4
- CCOC(=O)C(C)Oc1cc(C)cc2oc(=O)c3c(c12)CCCC3 (centres undefined)
 : 13%	6%	-1%	18%	-8%	2%	-15%	-7	5%	-7%[15.4 µM]	-7
- O=C(Cc1ccccc1)N1CCN(CC2CC3C=CC2C3)CC1 (centres undefined)
 : 1%	-7%	-1%	?	7%	0%	-16%	-22	3%	-1%	-10
- Clc1ccccc1C1NCc2ccccc2-n2cccc21 (centres undefined)
 : 1%	9%	1%	11%	2%	0%	-18%	·	0%	-3%	-13
- Cc1ccc(NC2=NCCCS2)c(C)c1C
 : 0%	0%	-4%	-17%	-1%	-4%	5%	0	-1%	-3%	-5
- C=C(C)CSc1nnc([C@@H](N)Cc2c[nH]c3ccccc23)o1
 : -1%	2%	8%	4%	-1%	-1%	-22%	2	1%	-7%	12

The list is partial. The share of hits here may be higher or lower than overall.
